TNAP activators – stimulation of alkaline phosphatase TNAP activity – biochemical, luminescent, no phosphate acceptor, uHTS, primary screen (AID 1001). actives 0.03% (n = 200,000). purified TNAP, luminescent activation assay, no phosphate acceptor; higher activation fold means a stronger effect. activation fold at 20 µM; hits with a dose series show EC50 in µM; in the data active = activation fold from about 3, or a potency from the dose series; inactive = the rest, 99 in 100 with activation fold below about 1.6; note: many of its hits are not listed in these tables
T cell modulator – T cell immune modulators affecting CD8 T cell-vesicle binding; actives 0.068% (n = 330,000); 2C CD8+ T cell-vesicle binding, flow cytometry; stronger effect = lower value; calls only at 7 µM;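 active = response, share of CD8 T cells binding vesicles, and their 90th percentile fluorescence all below set limits, cut at about 80% in these data, passing the limit was not always enough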
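Material: 2C TCR transgenic mouse naive CD8+ T cells, MACS-purified. Also added: QL9-charged Drosophila Ld/ICAM-1/B7-1 vesicles. Timing: binding 1.5 h at 37 °C. Measured by: high-throughput flow cytometry with anti-B7-1 and anti-CD8 staining. Read-out: percent CD8+ FL2 mean versus row control. Controls: Unloaded micro-vesicles (low), QL9 vesicles with 0.7% DMSO (high).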
Large T inhibition – SV40 large T antigen inhibitors, biochemical (AID 1903). SV40 large T antigen ATPase/helicase inhibition assay; higher % means a stronger effect. inhibition, % at 20 µM; hits with a dose series show IC50 in µM. actives 0.39% (n = 310,000); in the data active = a potency from the dose series; inconclusive = inhibition mostly from about 32% at the one dose, without a potency; inactive = the rest, 99 in 100 with inhibition below about 32%; note: strong numbers were not always called active
Salmonella PhoP GFP – PhoP-dependent GFP reporter repression – Salmonella Typhimurium, primary screen (AID 1863). actives 0.16% (n = 300,000). S. Typhimurium PhoP-regulated promoter GFP reporter, 4 h; higher % means a stronger effect. one-dose inhibition, % at 50 µM; IC50 in µM for titrated hits;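 active = inhibition over 29.93%, a cutoff 3 SD above the screen mean, later confirmed by dose response; inconclusive = inhibition over 29.93% but no dose response follow-up; inactive = inhibition at most 29.93% or unconfirmed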;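 note: 0% = low Mg2+ inducing control and 100% = high Mg2+ repressing control; strong numbers were not always called active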
RSV antiviral HEp-2 – RSV antiviral activity via CPE protection, HEp-2 cells, primary 10 µM value included (AID 2391) | HEp-2 cells, RSV-induced CPE inhibition; higher % means a stronger effect | CPE inhibition, % at 10 µM, or IC50 in µM where a hit was titrated | actives 0.13% (n = 310,000); in the data active = a potency from the dose series; inconclusive = CPE inhibition mostly from about 23% at the one dose, without a potency; inactive = the rest, 99 in 100 with CPE inhibition below about 21%; note: strong numbers were not always called active
NTR1 agonist – agonists of NTR1, primary screen, imaging, U2OS cells, beta-arrestin-GFP, high content (AID 493036); P30989; NTR1-U2OS beta-arrestin-GFP spot imaging, agonist mode; activation, % at 20 µM; actives 0.17% (n = 330,000);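 active = activation at or above 40% of the spot to cytoplasm intensity ratio, with at least 20 cells analyzed; inconclusive = wells under 20 cells, flagged as cytotoxic or low count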;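 note: 0% = DMSO without peptide and 100% = 100 nM NTR1 peptide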
Target sequence (P30989 whole entry, looked up): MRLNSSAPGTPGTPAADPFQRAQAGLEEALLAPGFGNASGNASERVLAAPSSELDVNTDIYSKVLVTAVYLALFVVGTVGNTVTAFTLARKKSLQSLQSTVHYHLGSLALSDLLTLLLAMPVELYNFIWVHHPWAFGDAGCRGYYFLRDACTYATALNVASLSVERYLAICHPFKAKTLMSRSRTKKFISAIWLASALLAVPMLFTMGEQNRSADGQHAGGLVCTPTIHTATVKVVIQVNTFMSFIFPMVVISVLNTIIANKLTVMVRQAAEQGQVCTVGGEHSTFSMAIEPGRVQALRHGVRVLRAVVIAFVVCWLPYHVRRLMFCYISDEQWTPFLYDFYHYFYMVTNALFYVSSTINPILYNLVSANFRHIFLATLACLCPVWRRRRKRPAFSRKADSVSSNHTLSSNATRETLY
Rac1 GTP hydrolysis – MgcRacGAP GTPase-activating activity inhibitors, confirmation, biochemical, ADP Hunter fluorescence; MgcRacGAP-stimulated Rac1 GTP hydrolysis, ADP Hunter fluorescence; higher % means a stronger effect; GST-tagged Rac1 F28L mutant substrate; inhibition, % at 30 µM, or IC50 in µM where a hit was titrated; actives 0.6% (n = 340,000);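 active = first-screen hits whose inhibition reached a set limit at any dose in the follow-up dose series; inconclusive = inhibition above the set first-screen limit but never retested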;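 note: fluorescence reports GDP produced by GAP-driven GTP hydrolysis; strong numbers were not always called active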
Myeloid diff MLP – promotes myeloid progenitor differentiation | ER-HoxA9 myeloid progenitors, lysozyme-GFP differentiation, flow cytometry | calls only at 10 µM | actives 1% (n = 360,000);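 active = normalized GFP-positive differentiation at or above the plate's own cutoff, the solvent-only control mean plus 3 SD; inconclusive = no clear call, values can overlap the other calls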;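 note: cells exposed to compound for four days before flow analysis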
K1F lysis inhibition – inhibition of K1F phage lysis, E. coli UTI89, bacterial capsule biogenesis inhibitors, alamar blue (AID 488966). E. coli UTI89 K1F phage lysis, alamar blue, 2 h; higher % means a stronger effect. actives 0.02% (n = 340,000). inhibition, % at 100 µM; hits with a dose series show IC50 in µM;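 active = phage lysis inhibition, versus mean bacterial control, above a set limit; inconclusive = no clear call, values can overlap the other calls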;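 note: capsule biogenesis inhibitors block K1F phage lysis so surviving cells raise fluorescence; higher fluorescence means more inhibition of phage lysis; actives were called in the ten point dose series up to 300 µM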
T cell modulator vesicle-bound % – second read-out of T cell modulator, no call of its own (marks repeat the call); double positive events, %; measured here: CD8+ vesicle-bound cell fraction;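 binding gate set so that unloaded-vesicle control wells show 10% double positive cells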
NTR1 agonist cell count 20 µM – further read-out of NTR1 agonist, marked with its call; cell count; measured here: cell count, cytotoxicity flag
Myeloid diff MLP GFP+ MAC1+ % – second read-out of Myeloid diff MLP, no call of its own (marks repeat the call); GFP+ MAC1+ double positive, %; measured here: differentiation confirmed by MAC1 staining
* marks the source's active call; other numbers are inactive results; i = inactive; u = inconclusive; x = no result given; + = active, no number; & = joins results of further samples; [ ] = another dose, or the depositor's remark.

SMILES	TNAP activators	T cell modulator	T cell modulator vesicle-bound %	Large T inhibition	Salmonella PhoP GFP	RSV antiviral HEp-2	NTR1 agonist	NTR1 agonist cell count 20 µM	Rac1 GTP hydrolysis	Myeloid diff MLP	Myeloid diff MLP GFP+ MAC1+ %	K1F lysis inhibition
COc1cccc(-n2c(-c3ccc4[nH]c(C)c(C)c4c3)n[nH]c2=S)c1	1.9	i	36.4	2.5%	4.5%	8.0%	3.7	40	5.4%	i	0.5	1.2%
CCN(CC)CCCNc1nc(N)c([N+](=O)[O-])c(NCCO)n1	x	i	56.2	13.6%	-10.4%	x	0.2	42	5.6%	i	0.8	-1.2%
N/C(=N\OC(=O)CCCOc1ccccc1)c1ccccn1	1.1	i	53.3	-3.3%	12.1%	0.2%	1.1	97	11.4%	i	0.6	0.3%
CC(=O)c1sc(N)nc1C	x	i	4.9	16.8%	x	1.8%	3.6	89	10.3%&8.9%	i	0.5&2.1	-0.7%
COc1ccc(Br)cc1-c1nc2c(c(=O)[nH]c(=O)n2Cc2ccccc2)n1C	x	i	38.1	11.9%	0.1%	1.0%	3.5	43	6.3%	i	0.2	0.1%
O=c1[nH]cnc(O)c1N=Nc1ccccc1	x	i	53.6	3.6%	1.9%	-0.1%	-1.1	88	5.7%	i	0.4	0.1%
O=C(N/N=C/c1cc([N+](=O)[O-])cc(Br)c1O)C12CC3CCC(CC(C3)C1)C2	x	i	33.1	-1.9%	-4.3%	10.4%	13.1	54	14.7%	i	0.3	2.5%[50 µM]
Cc1cc(NC(=O)CSc2cn(CCNC(=O)c3ccccc3)c3ccccc23)no1	1.3	i	27.8	8.0%	1.2%	2.1%	5.4	52	13.4%	i	1.4	4.9%
CN(C)C(=O)CSc1nnc(C23CC4CC(CC(C4)C2)C3)o1	1	i	10.9	4.5%	7.1%	-0.9%	0.5	59	5.4%	i	0.8	0.3%
COc1ccc(C(C)=O)cc1CSCc1cc(C(C)=O)ccc1OC	x	i	9.3	5.0%	1.3%	2.4%	-0.7	47	8.6%	i	0.3	0.2%
CCN(C[C@H]1N[C@@](Cc2ccccc2)(C(=O)OC)[C@H]2C(=O)N(Cc3ccccc3)C(=O)[C@@H]12)C(=O)c1ccc(C)cc1	x	i	9.4	x	x	x	3.0	48	11.8%	i	2.0	0.3%
Cc1cccc(-n2c3nc(=O)[nH]c(=O)c-3cc3cc([N+](=O)[O-])ccc32)c1	1	i	29.8	>100µM*	3.5%	8.9%	x	x	13.4%	u	x	0.0%
Cc1ccc(S(=O)(=O)N2CCN(C(=O)COc3ccc(C)nc3[N+](=O)[O-])CC2)c(C)c1	1.1	i	5.7	5.7%	6.0%	-0.2%	1.0	44	7.6%	i	0.5	0.7%
O=C(COC(=O)CCN1C(=O)/C(=C\C=C\c2ccccc2)SC1=S)Nc1cc(F)ccc1F	1	i	58.0	4.2%	-19.6%	2.7%	3.0	55	3.0%	i	0.0	-2.4%
COc1ccccc1C(=O)COC(=O)c1cc(=O)[nH]c2ccccc12	x	i	57.0	10.3%	1.8%	1.1%	1.9	68	1.1%	i	0.8	0.7%[50 µM]
COc1ccc(C(=O)Nc2nnc(S(=O)(=O)N(C)Cc3ccc(F)cc3)s2)cc1OC	x	i	39.8	13.2%	-0.5%	15.6%	-0.2	56	9.6%	i	0.3	0.1%
COc1ccc(-n2c(SCC(N)=O)nc3nc4c(cc3c2=O)COC(C)(C)C4)cc1	1.1	i	38.7	9.0%	-1.5%	1.0%	0.1	53	6.3%	i	0.9	0.7%
CC(C)(C)CC(C)(C)c1ccc(OCCOCC[N+](C)(C)Cc2ccccc2)cc1	x	i	63.5	18.2%	35.9µM*	-3.7%	11.0	66	4.6%	i	4.0	-20.9%
O=C1CCC(C(=O)OCC(=O)c2c[nH]c3ccccc23)=NN1	1.1	i	31.4	3.3%	0.3%	1.8%	0.5	56	2.9%	i	0.8	0.3%
CN(C)S(=O)(=O)c1ccc(S(=O)(=O)NCc2ccc3c(c2)OCO3)cc1	x	i	53.7	11.0%	-2.4%	0.0%	1.7	60	9.0%	i	0.8	-0.1%
CCOc1ccc(S(=O)(=O)n2nnc3ccccc32)cc1C(C)C	1.1	i	67.4	6.8%	7.2%	-0.7%	-0.4	72	x	x	x	x
COc1cc(C2Sc3ccccc3NC3=C2C(=O)OC3)cc(OC)c1OC (stereo not given)	1.1	i	43.0	21.9%	4.6%	0.0%	-0.8	83	10.5%	i	0.4	0.0%
Cc1ccc(S(=O)(=O)N2CCCC(C(=O)NCc3ccc4c(c3)OCO4)C2)cc1 (stereo not given)	x	i	29.2	5.5%	5.2%	0.1%	0.7	50	10.9%	i	0.7	0.0%
N#C/C(=C1\CCCN1)c1ccc2ccccc2n1	1.2	i	9.2	8.9%	-4.0%	3.3%	0.3	46	11.0%	i	0.9	0.3%
CCc1ccc(-c2cc(C)no2)cc1S(=O)(=O)N1CCN(c2ccc(F)cc2)CC1	x	i	54.9	5.1%	0.4%	3.5%	4.2	51	2.0%	+	1.9*	0.0%
(more compounds)
SMILES	TNAP activators	T cell modulator	T cell modulator vesicle-bound %	Large T inhibition	Salmonella PhoP GFP	RSV antiviral HEp-2	NTR1 agonist	NTR1 agonist cell count 20 µM	Rac1 GTP hydrolysis	Myeloid diff MLP	Myeloid diff MLP GFP+ MAC1+ %	K1F lysis inhibition
C=CCC1=C/C(=C\c2c(N)n3nc(CC(=O)N4CCCC4)sc3nc2=O)C=C(OC)C1=O	x	i	1.7	29.4%	-2.9%	-0.3%	0.2	59	16.7%	i	1.2	0.3%
Cc1ccc(OCC(=O)N2CCC(N3CCCCCC3)CC2)cc1	1	i	63.4	4.0%	0.4%	-0.3%	-0.9	25	15.2%	i	0.5	0.1%
Cc1cnc(NC(=O)c2ccco2)s1	1.1	i	10.6	-0.7%	14.2%	-0.2%	1.9	89	4.1%	i	1.8	0.3%
CCN(CCn1cccn1)C(=O)CC1C(=O)NCCN1CC1CCCCC1 (stereo not given)	1	i	59.9	11.5%	-2.2%	-1.9%	-0.4	41	-7.9%	i	0.4	1.2%
O=C(NCc1ccco1)c1ccccc1-c1ccccc1	1.2	i	54.5	-29.3%	-1.9%	-0.7%	-0.4	92	0.0%	i	1.3	-0.3%
CC(=O)c1ccc(S(=O)(=O)N2Cc3ccccc3CC2C(=O)O)cc1 (stereo not given)	x	i	22.7	23.6%	-1.9%	-0.5%	-1.0	48	21.0%	i	0.1	0.2%
CC(C)c1ccc(-c2nc(N3CCCCC3)[nH]c(=O)c2C#N)cc1	1	i	61.4	0.1%	-13.4%	1.9%	14.5	87	5.2%	i	0.8	0.7%
CC(OC(=O)c1cc2sccc2n1C)C(=O)NCc1ccc2c(c1)OCO2 (stereo not given)	1.1	i	30.2	19.4%	6.1%	-1.0%	7.5	45	-1.5%	i	8.9	0.3%[50 µM]
CCCn1c2ccccc2c2nnc(SCC(=O)Nc3cc(C)on3)nc21	1.1	i	44.5	16.8%	-5.8%	1.5%	0.4	40	12.7%	i	0.5	0.9%
N#CCCN(C(=O)COC(=O)c1cc(=O)[nH]c2ccccc12)c1ccccc1	x	i	11.2	x	x	x	-1.3	46	4.1%	i	0.5	8.3%
O=S(=O)(NCc1ccccc1)c1ccc2ccccc2c1	x	i	29.3	11.5%	1.1%	5.2%	2.7	85	5.4%	i	0.3	0.1%
O=C(COC(=O)c1cc(Br)c(Br)s1)NCCC1=CCCCC1	1	i	42.4	16.4%	-5.6%	2.2%	3.0	66	5.5%	i	0.9	0.3%
O=C1/C(=C/c2ccco2)N=C(N2CCCCC2)N1c1ccccc1	1	i	5.6	9.9%	-10.8%	1.8%	1.2	59	6.5%	i	0.3	0.9%[50 µM]
C#CCOCCOCCOCCNc1nc(N2CCOCC2)nc(N2CCN(C(=O)CCCCCCCCCCNC(=O)Cn3cc(CCCCCN)nn3)CC2)n1	x	i	8.3	5.7%	x	0.1%	-0.3	80	0.4%	i	2.8	5.4%
Cc1ccc(OCC(=O)Nc2ccc3oc(=O)ccc3c2)cc1	x	i	17.8	6.0%	-4.1%	1.6%	5.9	49	4.3%	i	0.5	0.4%
CC(=O)NS(=O)(=O)c1ccc(NC(=O)c2cccc(S(=O)(=O)N3CCc4ccccc43)c2)cc1	1	i	36.4	10.1%	-8.4%	4.6%	1.4	58	4.0%	i	0.3	0.1%
S=c1[nH]nc(COc2ccccc2)n1/N=C/c1c(Cl)cccc1Cl	x	i	45.0	5.8%	10.1%	8.7%	1.6	98	x	i	0.3	-0.1%
COc1ccc(C(c2nnnn2C(C)(C)C)N2CCN(C)CC2)cc1OC (stereo not given)	1.1	i	32.9	-6.0%	9.9%	1.9%	0.2	52	0.9%	i	0.7	1.1%
CCNCCNc1ccc(Cl)cc1[N+](=O)[O-]	x	i	50.5	x	x	-0.4%	-1.8	78	9.1%	i	0.6	0.4%
COc1ccc(CCN(C)Cc2ccc(C(=O)Nc3ccccc3)cc2)cc1OC	x	i	58.1	-1.0%	-7.8%	1.6%	1.1	64	6.7%	i	6.2	0.0%
CCc1c(C)nc(SCCOc2ccc(OC(C)C)cc2)[nH]c1=O	1.1	i	46.9	19.4%	-5.4%	8.3%	4.3	56	9.1%	i	0.3	0.6%
COCCCNC(=O)c1cc(S(=O)(=O)N2CCOCC2)ccc1SCc1cccc(OC)c1OC	0.9	i	47.9	10.3%	-10.2%	1.0%	-1.2	68	4.2%	i	0.5	0.0%
Cc1ccc(C2=CC(=O)C[C@H](c3ccc(F)cc3)C2)cc1	x	i	24.0	x	x	0.1%	6.9	50	8.7%	i	1.7	-0.4%
CC1(C)Cc2c(C#N)c(N3CCN(C(=O)c4ccco4)CC3)nc(Cc3ccccc3)c2CO1	1.1	i	23.2	-2.5%	0.1%	u	31.5	54	-0.4%	i	0.5	3.0%
CCCn1c(SCC(=O)N2CCCCC2)nnc1-c1ccccn1	1.1	i	47.7	12.6%	1.6%	0.9%	-0.1	39	x	x	x	x
CN(C)c1oc(-c2ccco2)nc1S(=O)(=O)c1ccc(Br)cc1	x	i	30.4	x	x	1.1%	-1.7	59	13.7%	i	0.7	0.1%[50 µM]

Screening data from PubChem.
